Assay outcomes: PubChem, several laboratories
LMPTP inh – LMPTP phosphatase inhibitors, primary screen, biochemical, fluorescence intensity, uHTS; recombinant LMPTP-A, OMFP fluorogenic substrate; inhibition, % at 20 µM; actives 0.22% (n = 360,000);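 active = compounds that cut the enzyme signal by at least half of the control window in the single-dose screen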;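 also: plate controls were DMSO wells with enzyme plus substrate for no effect and substrate without enzyme for full effect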
Target sequence (P24666 whole entry, looked up): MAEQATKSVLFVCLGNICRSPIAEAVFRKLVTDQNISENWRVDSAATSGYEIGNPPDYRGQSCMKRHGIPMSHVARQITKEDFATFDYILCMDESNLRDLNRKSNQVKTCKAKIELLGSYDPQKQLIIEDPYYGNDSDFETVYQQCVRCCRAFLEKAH
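Assay system: LMPTP-A phosphatase enzyme | Input: 0.625 nM enzyme | Also added: Fluorogenic phosphatase substrate OMFP at 400 µM final | Compound dosing: One test concentration per compound, 20 µM, with 3% DMSO overall | Schedule: 50 min enzyme reaction at room temperature, protected from light | Signal: Fluorescence intensity | Benchmarks: no-enzyme and uninhibited controls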
Scp-1 inhibitor – Scp-1 phosphatase inhibitors, primary screen, biochemical, colorimetric, uHTS; Carboxy-terminal domain RNA polymerase II polypeptide A small phosphatase 1 (Homo …; Recombinant Scp1, phosphopeptide, malachite green phosphate absorbance; inhibition, % at 20 µM; actives 0.88% (n = 340,000); AID 493091, 2011;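 active = inhibition above about 50% at 20 µM, limit read from the data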;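 also: plate controls were DMSO wells with enzyme for no effect and wells lacking enzyme for full effect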
Target sequence (Q9GZU7 76-261 limits assumed): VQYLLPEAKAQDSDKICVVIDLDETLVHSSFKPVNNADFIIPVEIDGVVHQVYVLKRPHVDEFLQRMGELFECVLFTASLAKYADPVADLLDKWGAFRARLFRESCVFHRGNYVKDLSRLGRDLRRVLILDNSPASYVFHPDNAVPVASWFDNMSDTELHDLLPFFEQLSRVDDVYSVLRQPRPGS
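System: SCP-1 catalytic domain; Reagent: Phospho 17-mer peptide substrate; Doses: one concentration, 20 µM, with 1.0% DMSO; Incubation: 45 min room-temperature reaction, 5 min colour, 30 min stabiliser; Signal: Phosphate-binding colour reagent, absorbance read at 630 nm.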
Rpn11 inh – Rpn11 (PSMD14) deubiquitinase inhibitors, primary screen, biochemical, fluorescence polarization, uHTS | human 26S proteasome, Ub4-pepOG fluorescence polarization; 20S core pre-blocked with epoxomicin | calls only at 20 µM | actives 0.59% (n = 360,000) | AID 588493, 2011;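 active = inhibition at 20 µM, scaled to each plate's controls, above about 33%, limit read from the data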
STEP inh – STEP phosphatase inhibitors, primary screen, biochemical, fluorescence intensity, uHTS; inhibition, % at 20 µM; actives 0.25% (n = 360,000); AID 588621, 2011; recombinant STEP, OMFP fluorogenic substrate;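 active = inhibition at 20 µM, scaled per plate between control wells, above about 37%, limit read from the data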;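 also: 0% = DMSO with enzyme and substrate and 100% = substrate only without enzyme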
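System: STEP phosphatase, cell-free reaction; Buffer or medium: Bis-Tris pH 6.0 buffer with DTT, detergent; Incubation: 20 min at room temperature, dark; Measured by: fluorescence, 480/540 nm.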
NadD block – inhibitors of S. aureus NadD, primary screen, biochemical, colorimetric, uHTS; Nicotinate-nucleotide adenylyltransferase NadD (Staphylococcus aureus N315); purified NadD enzyme, colorimetric absorbance read-out; inhibition, % at 20 µM; actives 0.78% (n = 360,000); AID 602399, 2012; in the data active = inhibition above about 26%; also: some compounds past the cut are filed as inactive
SUMO1-SIM PPI – modulators of SUMO1 protein-protein interactions, primary screen, biochemical, uHTS; SUMO1 binding to a labelled peptide, TR-FRET, 1 h; inhibition, % at 20 µM; actives 0.33% (n = 360,000); AID 602429, 2012; in the data active = inhibition above about 37%
Target sequence (P63165 whole entry, looked up): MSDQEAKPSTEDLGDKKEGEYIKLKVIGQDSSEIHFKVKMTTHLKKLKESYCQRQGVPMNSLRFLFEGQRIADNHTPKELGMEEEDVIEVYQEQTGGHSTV
DNMT1 block – human DNMT1 methyltransferase inhibitors, primary screen, biochemical, molecular beacon, fluorescence, HinP1I cleavage, uHTS. DNA (cytosine-5)-methyltransferase 1 (Homo sapiens), P26358. actives 0.83% (n = 360,000). inhibition (reported as % activation of signal), % at 10 µM; in the data active = inhibition above about 50%
CSN inh – inhibitors of CSN-mediated cullin deneddylation, primary screen, biochemical, fluorescence polarization, uHTS; COP9 signalosome complex subunit 5 (Homo sapiens), Q92905; Purified CSN, SCF-Nedd8-OG deneddylation; inhibition, % at 12.5 µM; actives 0.38% (n = 360,000);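 active = pattern-corrected inhibition above about 35%, with an unprinted fluorescence ratio check between 0.5 and 1.5, limit read from the data, passing the limit was not always enough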;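 also: 0% = enzyme with substrate and 100% = substrate without enzyme; some results filed as inactive read as strong as hits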
Target sequence (Q92905 whole entry, looked up, one chain of several): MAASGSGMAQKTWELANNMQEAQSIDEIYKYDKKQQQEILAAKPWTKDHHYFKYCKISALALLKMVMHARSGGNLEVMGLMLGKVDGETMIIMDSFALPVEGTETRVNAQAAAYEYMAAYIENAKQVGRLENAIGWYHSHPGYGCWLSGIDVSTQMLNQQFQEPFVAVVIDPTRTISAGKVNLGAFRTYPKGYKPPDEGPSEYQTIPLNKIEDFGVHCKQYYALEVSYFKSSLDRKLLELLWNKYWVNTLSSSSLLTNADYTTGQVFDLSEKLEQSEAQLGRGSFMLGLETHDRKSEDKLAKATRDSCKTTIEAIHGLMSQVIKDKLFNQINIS
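Material: purified human Csn5 enzyme expressed in HEK293T cells / Medium: Tris buffer pH 7.5, NaCl, DTT, Tween-20, trehalose, ovalbumin / Compound dosing: 12.5 µM single point / Schedule: 90 min incubation of compound, enzyme and substrate at room temperature / Signal: fluorescence polarization of the substrate / Control set: no-enzyme wells high, enzyme-with-substrate wells low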
Rin1-Abl PPI inh – inhibitors of Rin1-Abl protein binding, primary screen, biochemical, TR-FRET; Tyrosine-protein kinase ABL1 (Homo sapiens) + Ras and Rab interactor 1 (Homo sapiens), …; inhibition, % at 7.35 µM; actives 0.4% (n = 360,000); in the data active = inhibition above about 5%, passing the limit was not always enough
Neddyl block – inhibitors of cullin neddylation, primary screen, biochemical, TR-FRET, uHTS, NAE and Ubc12; NEDD8-conjugating enzyme Ubc12 (Homo sapiens) + NEDD8-activating enzyme E1 regulatory …; calls only at 25 µM; actives 0.58% (n = 360,000); in the data active = inhibition above about 36%
* marks the source's active call; other numbers are inactive results; i = inactive; nt = not tested or not shown; + = active, no number.

SMILES | LMPTP inh | Scp-1 inhibitor | Rpn11 inh | STEP inh | NadD block | SUMO1-SIM PPI | DNMT1 block | CSN inh | Rin1-Abl PPI inh | Neddyl block
O=C(N/N=C/c1ccc(OC2CSC2)cc1)c1ccc(CN2CCOCC2)cc1 | 0.6 | -6 | i | 2 | -5 | -9 | -5 | -7 | -1 | i
COc1ccc(C2/C=C\CNCC(=O)N2Cc2ccc(F)cc2)cc1 (stereo not given) | 1.2 | 0 | i | 0 | 0 | 0 | -5 | -7 | -4 | i
CCC1(CC)C(=O)C2=C3C1[C@H](C(=O)OC)C=C(C(=O)OC)C[C@H]3n1c(=O)n(-c3ccccc3)c(=O)n1[C@H]2C (stereo not given in full) | -0.3 | -12 | i | 1 | 2 | -1 | 0 | -3 | 24* | i
COc1ccccc1C(C)NC(=O)C1CCN(S(=O)(=O)c2cccs2)CC1 (stereo not given) | 0.1 | -4 | i | -4 | 3 | -3 | -4 | -2 | 2 | i
COc1ccc(OC)c(C2=NS(=O)(=O)N(C)C(C(=O)NCc3cccs3)=C2)c1 | 1.3 | -6 | i | 0 | -2 | -29 | 1 | -4 | -1 | i
CCCOc1ccc(N2C(=O)CC(N(CCc3ccc(OC)cc3)C(=O)c3ccccc3)C2=O)cc1 (stereo not given) | 4.2 | -21 | i | 4 | -7 | 3 | -4 | 4 | 1 | i
Cc1cc(C)c(NC(=O)CSc2nc(=O)n(CCN3CCOCC3)c3c2CCCC3)c(C)c1 | 0.0 | -5 | i | -2 | 1 | -4 | 1 | 2 | 0 | i
O=C(NCCCc1nc2ccccc2[nH]1)c1ccco1 | 1.4 | -2 | i | 1 | -1 | 1 | -1 | 1 | 1 | i
COc1ccc(OC)c(C(=O)c2ccc(C(=O)c3cc(OC)ccc3OC)cc2)c1 | 2.8 | -15 | i | -2 | -6 | -8 | -7 | -2 | -1 | i
C#CCN(CC(=O)OCC)S(=O)(=O)CCNC1CC1 | -0.5 | nt | i | -4 | -3 | 6 | -1 | 3 | 3 | i
COc1ccccc1N1CCN(C(=O)c2c(-c3ccccc3Cl)noc2C)CC1 | -0.5 | -3 | i | 0 | 0 | -1 | 2 | 0 | -3 | i
Cc1ccc2[nH]c(=O)c(CNS(=O)(=O)c3ccccc3)c(-c3ccccc3)c2c1 | 2.1 | -12 | i | -5 | -5 | 7 | -6 | -11 | -2 | i
CCOC(=O)C1(Cc2cccc(F)c2)CCN(CC2CC2)CC1 | -0.1 | 6 | i | -3 | 1 | -1 | -4 | 4 | 1 | i
CCN(CC)c1ccc(S(=O)(=O)N2CCOCC2)cc1NC(=O)CN1CCc2ccccc2C1 | 2.9 | 1 | i | 0 | 4 | -2 | -7 | -6 | 1 | i
C=C(C)C(=O)NNc1ccccc1 | -0.3 | -5 | i | -2 | 2 | -2 | 0 | -6 | -1 | i
Cc1cc(C)c2cc(CN(CCO)C(=O)NC3CCCCC3)c(=O)[nH]c2c1 | 3.6 | -7 | i | 5 | -2 | 0 | -1 | -3 | -1 | i
CCCN(CCC)C(=O)CSc1nc2ccccc2c(=O)n1CC1COc2ccccc2O1 (stereo not given) | 3.6 | 10 | i | 0 | 1 | 1 | -1 | 7 | 1 | i
CCOC(=O)c1cc(-c2nnc(-c3cc(OC)c(OC)c(OC)c3)o2)c(C)nc1C | 1.9 | 6 | i | 6 | -10 | 6 | -4 | 1 | 0 | i
COc1ccccc1Nc1ccc(C(=O)O)cc1[N+](=O)[O-] | 2.2 | 2 | i | -1 | 3 | -32 | 0 | 10 | -3 | i
CCOc1ccc2[nH]c(=O)c(CN(Cc3cccs3)C(CC)c3nnnn3C(C)(C)CC)cc2c1 (stereo not given) | -2.2 | 4 | i | 0 | -1 | -2 | -9 | -5 | 1 | +
Nc1ccc(C(=O)Nc2cccc(N)c2)cc1 | 1.2 | -4 | i | 1 | -9 | 0 | 0 | 3 | 1 | i
O=C(CCc1nnc2ccc(NCc3ccco3)nn12)N1CCN(c2ccc(F)cc2)CC1 | 0.9 | 10 | i | -1 | -1 | 9 | -3 | 3 | 3 | i
CCOC(=O)Cc1csc(NC(=O)CSc2nccn2C)n1 | -1.5 | 7 | i | 5 | -4 | 2 | 2 | 4 | 3 | i
Clc1ccccc1Nc1c2c(nc3ncnn13)CCC2 | -0.3 | -2 | i | 0 | -2 | 2 | -3 | -6 | 0 | i
O=C(CC1C(=O)NCCN1Cc1ccc(F)cc1)NCCCn1cccn1 (stereo not given) | -2.1 | -5 | i | -1 | 3 | 5 | -4 | -5 | -7 | i
COc1ccc2nc(SC(C)C(=O)NCC(=O)Nc3ccc(F)c(F)c3F)[nH]c2c1 (stereo not given) | 0.4 | -3 | i | -1 | 0 | 4 | 2 | -1 | -4 | i
CCOC(=O)N1CCN(c2nc(-c3cccc(OC)c3)cc(C(F)(F)F)n2)CC1 | 4.8 | -3 | i | 0 | 0 | -1 | -7 | 3 | 0 | i
CC(C)C[C@@H](CN1CCC[C@@H]1CN1C(=O)C(=O)NC[C@@H]1Cc1ccccc1)N1C[C@H](Cc2ccccc2)N(CC2CCCCC2)C(=O)C1=O | -0.9 | nt | nt | nt | 19 | 6 | nt | 1 | nt | i
O=C1CCN(C(=O)c2ccccc2)C2CCCCC12 (stereo not given) | -0.4 | 0 | i | 0 | 1 | 4 | 4 | 6 | -4 | i
CCOC(=O)c1cnc2cc(-c3ccc(C(C)(C)C)cc3)nn2c1N | -0.4 | 12 | i | 1 | 4 | -2 | 7 | -5 | 2 | i
CCOc1ccccc1NS(=O)(=O)c1cn(C)nc1C | 0.6 | -7 | + | -3 | 3 | 2 | -1 | -3 | -1 | i
Cc1ccc(-n2cc(-c3ccccc3)c3c(NN4CCOCC4)ncnc32)cc1 | 1.3 | -21 | i | -1 | 8 | 2 | -6 | 5 | 1 | i
Cc1ccc(F)c(S(=O)(=O)NC(=O)C2(C)CCN2C(=O)Cc2cccc3ccccc23)c1 (stereo not given) | -2.9 | nt | i | -2 | -5 | 2 | 3 | 5 | -3 | i
COc1ccc(O)c(CN2CCCC(N3CCc4ccccc4C3)C2)c1 (stereo not given) | -1.0 | -4 | i | 0 | 1 | -2 | -6 | 1 | -2 | i
CCCCCCCNC(=O)C1(CC2CC(c3ccc(Cl)cc3)=NO2)CCN(C(=O)OC(C)(C)C)CC1 (stereo not given) | -6.8 | -10 | i | -1 | -3 | -2 | 4 | -1 | 2 | i
C[C@H](CO)N1C[C@H](C)[C@@H](CN(C)S(=O)(=O)c2ccc(F)cc2)Oc2c(NS(=O)(=O)c3ccccc3)cccc2C1=O | -1.3 | -5 | i | 4 | 1 | 0 | 3 | 1 | 0 | i
CCOCCCNc1nc2ccccc2[nH]1 | -1.2 | 7 | i | 7 | -5 | 5 | -1 | -5 | -11 | i
COc1ccc(NC(=O)Cn2c3ccc(OC)cc3c3nc4n(c(=O)c32)CCS4)cc1 | 1.0 | -4 | i | 1 | 1 | -15 | 9 | 2 | -2 | i
O=C(Nc1cc(=O)[nH]c2ncnn12)c1ccccc1Cl | -2.5 | -13 | i | 0 | 0 | 12 | -2 | 2 | -1 | i
O=C(COC(=O)c1cncc(Br)c1)NCc1ccc2c(c1)OCO2 | 1.0 | 0 | i | 2 | -2 | -5 | -7 | -7 | 0 | i
CC(C)(C)c1ccc(OCCCC(=O)Nc2ccc(S(N)(=O)=O)cc2)cc1 | 0.8 | -5 | i | 2 | -2 | -3 | -1 | 0 | 3 | i
Cc1ccc(CSc2ncnc3onc(C)c23)cc1 | 0.4 | -13 | i | 5 | -1 | 0 | 4 | -2 | -1 | i
CCOc1cc(C2CC(=O)Nc3cc(C)c(C)cc32)ccc1O (stereo not given) | 0.8 | -6 | i | -3 | 10 | 0 | 2 | -2 | 3 | i

A portion from the list above, as a working copy:
SMILES | LMPTP inh | Scp-1 inhibitor | Rpn11 inh | STEP inh | NadD block | SUMO1-SIM PPI | DNMT1 block | CSN inh | Rin1-Abl PPI inh | Neddyl block
Cc1ccc(F)c(S(=O)(=O)NC(=O)C2(C)CCN2C(=O)Cc2cccc3ccccc23)c1 (stereo not given) | -2.9 | nt | i | -2 | -5 | 2 | 3 | 5 | -3 | i
COc1ccc(O)c(CN2CCCC(N3CCc4ccccc4C3)C2)c1 (stereo not given) | -1.0 | -4 | i | 0 | 1 | -2 | -6 | 1 | -2 | i
CCCCCCCNC(=O)C1(CC2CC(c3ccc(Cl)cc3)=NO2)CCN(C(=O)OC(C)(C)C)CC1 (stereo not given) | -6.8 | -10 | i | -1 | -3 | -2 | 4 | -1 | 2 | i
C[C@H](CO)N1C[C@H](C)[C@@H](CN(C)S(=O)(=O)c2ccc(F)cc2)Oc2c(NS(=O)(=O)c3ccccc3)cccc2C1=O | -1.3 | -5 | i | 4 | 1 | 0 | 3 | 1 | 0 | i
CCOCCCNc1nc2ccccc2[nH]1 | -1.2 | 7 | i | 7 | -5 | 5 | -1 | -5 | -11 | i
COc1ccc(NC(=O)Cn2c3ccc(OC)cc3c3nc4n(c(=O)c32)CCS4)cc1 | 1.0 | -4 | i | 1 | 1 | -15 | 9 | 2 | -2 | i
O=C(Nc1cc(=O)[nH]c2ncnn12)c1ccccc1Cl | -2.5 | -13 | i | 0 | 0 | 12 | -2 | 2 | -1 | i
O=C(COC(=O)c1cncc(Br)c1)NCc1ccc2c(c1)OCO2 | 1.0 | 0 | i | 2 | -2 | -5 | -7 | -7 | 0 | i
CC(C)(C)c1ccc(OCCCC(=O)Nc2ccc(S(N)(=O)=O)cc2)cc1 | 0.8 | -5 | i | 2 | -2 | -3 | -1 | 0 | 3 | i
Cc1ccc(CSc2ncnc3onc(C)c23)cc1 | 0.4 | -13 | i | 5 | -1 | 0 | 4 | -2 | -1 | i
CCOc1cc(C2CC(=O)Nc3cc(C)c(C)cc32)ccc1O (stereo not given) | 0.8 | -6 | i | -3 | 10 | 0 | 2 | -2 | 3 | i
